Screens: PubChem BioAssay, several laboratories
VCAM1 TNFa inh: reduces TNF alpha induced VCAM1 expression in HUVEC | HUVEC TNFa-induced VCAM-1 immunofluorescence, high-content imaging | inhibition, % at 2 µM | actives 0.48% (n = 95,000);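 active = inhibition above the batch mean plus 3 SD, with images confirmed as a hit by eye, cut at about 37% in these data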;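 also: 0% = TNF-stimulated DMSO wells and 100% = unstimulated control wells; not every result past the cut was called active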
IL1B cytotox: toxic to HUVEC cells under IL-1B stimulation. cell count reduction, % at 2 µM. actives 0.41% (n = 94,000). HUVEC cell count loss, Hoechst imaging, IL-1B stimulated;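 active = cell count reduction more than 3 SD above the screen-wide mean, cut at about 70% in these data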;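 also: normalized per plate to untreated control cells as the no-loss baseline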
H69AR growth 86K: growth inhibitors of human H69AR lung tumor cells | H69AR lung tumor viability, ATP luminescence, 72 h; active compounds read low | viability, % at 10 µM | actives 6% (n = 85,000) | AID 598;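 active = viability at or below 40%; inactive = viability above 40%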;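 also: multidrug resistant small cell line overexpressing MRP-1 efflux transporter; 100% = mean luminescence of untreated control wells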
HUVEC tox TNFa: toxic to HUVEC cells under TNF alpha stimulation | HUVEC TNFalpha-stimulated, Hoechst cell count, imaging | cell count reduction, % at 2 µM | actives 0.17% (n = 93,000);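 active = cell count reduction exceeding the screen mean by over 5 SD, scaled to untreated wells per plate, cut at about 78% in these data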;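 also: cells counted after 24 h of TNF alpha exposure following the 1 h pretreatment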
Smad3 inh: blocks human Smad3 binding to FoxH1 peptide; P84022; TR-FRET Smad3/Dy647-FoxH1 peptide binding, europium anti-His; inhibition, % at 25 µM; actives 0.29% (n = 88,000);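 active = compounds that reduce the energy-transfer binding signal between the protein and its labelled peptide by more than half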;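 also: 0% = Smad3 plus labelled peptide maximal FRET and 100% = peptide-only background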
cytoskel mod: cytoskeleton assembly modification. HUVEC TNFa F-actin phalloidin imaging, high content. actives 0.18% (n = 91,000). inhibition, % at 2 µM;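 active = inhibition above the batch mean plus 3 SD and confirmed as a hit by visual image inspection, cut at about 30% in these data, passing the limit was not always enough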; also: strong numbers were not always called active
Fibroblast inh: blocks proliferation of human lung fibroblasts. LL 47 human lung fibroblast viability, ATP luminescence; active compounds read low. viability, % at 10 µM. actives 1.1% (n = 85,000);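 active = viability at or below 50% in the single dose screen; inactive = viability above 50%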;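 also: compound exposure lasted 72 h before the ATP readout; 100% = median luminescence of untreated cell-only wells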
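Signal: luminescent ATP detection, CellTiter-Glo; assay system: LL 47 human lung fibroblasts; input: 1,150 cells/well; incubation: overnight cell rest, 72 h compound treatment at 37 °C; measure: % viability versus median cells-only luminescence; medium: IMEM growth medium with 15% fetal bovine serum; dosing: compound addition at 0.1% DMSO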
PTK2B oligo ant: Pyk2 (human) oligomerization antagonism; Q14289; Q293 cells, Pyk2 FERM NanoBiT luminescence; active compounds read low; z-score (the deposit names both 25 µM and 10 µM); actives 0.83% (n = 99,000);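 active = Z-score of -3 or lower, scaled per plate to the spread of control and sample wells; inactive = z-score above -3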;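 also: negative z-score means lost luminescence so less FERM oligomerization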
Target sequence (Q14289 whole entry, looked up): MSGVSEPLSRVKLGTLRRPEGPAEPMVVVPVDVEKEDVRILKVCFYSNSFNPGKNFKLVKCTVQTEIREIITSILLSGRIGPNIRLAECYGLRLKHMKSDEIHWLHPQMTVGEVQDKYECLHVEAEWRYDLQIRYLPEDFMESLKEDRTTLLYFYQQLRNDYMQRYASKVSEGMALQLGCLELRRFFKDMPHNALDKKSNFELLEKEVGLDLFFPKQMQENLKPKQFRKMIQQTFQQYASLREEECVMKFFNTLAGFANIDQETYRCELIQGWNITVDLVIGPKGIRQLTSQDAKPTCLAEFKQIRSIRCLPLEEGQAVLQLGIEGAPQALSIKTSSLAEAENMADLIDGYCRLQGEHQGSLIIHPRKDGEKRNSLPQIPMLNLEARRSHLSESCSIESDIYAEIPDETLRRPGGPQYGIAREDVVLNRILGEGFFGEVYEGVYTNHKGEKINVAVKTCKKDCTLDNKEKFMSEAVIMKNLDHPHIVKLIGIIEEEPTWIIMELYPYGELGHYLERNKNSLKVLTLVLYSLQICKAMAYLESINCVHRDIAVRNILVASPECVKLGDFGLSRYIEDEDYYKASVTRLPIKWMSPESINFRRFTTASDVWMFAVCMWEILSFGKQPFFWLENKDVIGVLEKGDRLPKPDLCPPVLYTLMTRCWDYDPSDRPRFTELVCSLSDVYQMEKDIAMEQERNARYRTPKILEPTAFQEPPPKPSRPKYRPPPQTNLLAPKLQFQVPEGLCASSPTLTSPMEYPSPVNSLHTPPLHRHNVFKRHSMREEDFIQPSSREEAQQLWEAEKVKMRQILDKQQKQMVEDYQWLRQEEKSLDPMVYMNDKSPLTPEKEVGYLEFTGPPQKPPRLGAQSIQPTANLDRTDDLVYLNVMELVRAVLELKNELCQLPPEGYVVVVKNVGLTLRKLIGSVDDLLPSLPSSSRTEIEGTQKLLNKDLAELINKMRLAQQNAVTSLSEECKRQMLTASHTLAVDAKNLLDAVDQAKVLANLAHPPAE
HUVEC inhibit: blocks proliferation of human endothelial cells; HUVEC proliferation, CellTiter-Glo luminescence, 72 h; active compounds read low; viability, % at 10 µM (by protocol); actives 1.1% (n = 86,000); AID 648;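 active = viability at or below 30%; inactive = viability above 30%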;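 also: 100% = median luminescence of DMSO-only cell control wells on each plate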
Starred values were filed as active, the others as inactive; · = no result given; [ ] = another dose, or the depositor's remark. Not all compounds are listed; rates above refer to the full screens.

SMILES | VCAM1 TNFa inh | IL1B cytotox | H69AR growth 86K | HUVEC tox TNFa | Smad3 inh | cytoskel mod | Fibroblast inh | PTK2B oligo ant | HUVEC inhibit
CCOC(=O)C1CCN(S(=O)(=O)c2ccc(OCC(=O)OC)cc2)CC1 | 17 | -24 | 94 | 7 | 4[fluorescence artefact?] | -4 | 94 | 0.14 | 99
CCn1c(C(O)c2ccc(C)cc2)nc2ccccc21 (stereo not drawn) | · | · | 84 | · | 1 | · | 93 | -0.33 | 106
O=C(CSc1nnc(Cn2cnc3ccccc32)o1)c1ccccc1 | 2 | 92* | 56 | -12 | -12 | 19 | 98 | 1.2 | 101
Cc1cccc(NC(=O)c2sc3nc4c(c(-c5ccco5)c3c2N)CCC4)c1 | -10 | 15 | 79 | 2 | 5 | -5 | 100 | -0.17 | 50
O=c1c(-c2ccnn2-c2ccccc2F)cnc2n1CCS2 | 6 | 9 | 98 | 0 | 7 | 2 | 99 | -0.59 | 96
COCc1nnc(NC(=O)c2ccc(S(=O)(=O)N(C)c3ccccc3)cc2)o1 | -13 | 13 | 40 | 33 | 8 | -16 | 71 | · | 71
CCOC(=O)Cn1nnnc1CN(Cc1ccc(OC)cc1)Cc1cc2cc(C)cc(C)c2[nH]c1=O | 12 | -18 | 78 | -8 | 1 | 2 | 99 | 1.3 | 99
Cc1csc(NC(=O)CSCC(=O)Nc2ccccc2)n1 | 4 | 9 | 102 | -3 | 15 | 16 | 93 | 0.96 | 91
CCOC(=O)c1sc(=S)n(-c2ccc3c(c2)OCO3)c1N | 15 | -8 | 94 | -42 | -3 | 29 | 93 | -0.27 | 96
O=C(CNC(=O)c1ccco1)NCCCc1ccccc1 | 8 | -5 | 91 | 10 | -1 | 10 | 97 | -0.1 | 99
COc1ccc2nc(C(F)(F)C(F)(F)F)c(C#N)c(N)c2c1 | -3 | 11 | 46 | -38 | 11 | 4 | 96 | -0.57 | 90
CCOc1ccc(NS(=O)(=O)c2ccc3[nH]cc(C(=O)NC(C)CC)c(=O)c3c2)cc1 (stereo not drawn) | · | -15 | 98 | · | 16 | · | 94 | -0.06 | 86
CC(=O)c1ccc(NC2OC(C)C(O)C(O)C2O)cc1 (stereo not drawn) | 9 | -19 | 107 | 8 | -3 | -3 | 93 | 2.5 | 90
Cc1nn(CC(O)COc2ccc3c(c2)CCC3)c(C)c1Br (stereo not drawn) | 5 | -15 | 90 | -32 | 5[fluorescence artefact?] | 31 | 99 | -0.37 | 99
CCOc1ccc2nc(SCC(=O)c3ccc(Cl)s3)sc2c1 | 7 | -12 | 92 | -42 | -4 | · | 95 | 1.5 | 123
Cn1nc(-c2ccccc2)c(C(O)c2ccccc2C(F)(F)F)c1Cl (stereo not drawn) | 7 | -6 | · | -3 | · | -26 | · | 1.2 | ·
CCOC(=O)N1CCN(S(=O)(=O)c2ccc3c(c2)OCC(=O)N3)CC1 | -3 | -8 | 78 | -8 | -3 | -12 | 88 | 0.87 | 104
CCOC(=O)C1=C(N)N(c2ccccc2)C(=O)C1 | 7 | 0 | 96 | -11 | 16 | 6 | 99 | 0.1 | 101
NC1=NC(c2cccc(O)c2)n2c(nc3ccccc32)N1 (stereo not drawn) | -1 | -24 | 90 | -50 | -8 | 8 | 101 | -0.09 | 96
CCN1C=C(C(=O)OC)C(c2cccc(C)c2)C(C(=O)OC)=C1 | 2 | -22 | 69 | -10 | 0 | -2 | 84 | -1.1 | 78
CCOc1ccc(N(CC(=O)NC(C)(C)C)C(=O)c2ccco2)cc1 | -9 | 0 | 102 | -20 | -23 | -9 | 107 | -0.06 | 102
O=C(Cc1ccc(F)cc1)OCC(=O)c1cc2ccccc2o1 | 11 | -26 | 93 | -45 | 8 | 23 | 90 | -0.32 | 78
CC(C(=O)Nc1ccc(N2CCOCC2)cc1)N1C(=O)c2ccccc2C1=O (stereo not drawn) | · | · | 102 | · | -4 | · | 96 | 1.6 | 96
N=C1C=CC=C2C1=NC1(CCCCC1)N2O | 6 | · | 87 | 2 | 1 | -13 | 105 | -0.05 | 95
CCCCn1cnc2cc(NCc3cccc(OC)c3O)ccc21 | -8 | 0 | 59 | 9 | -3 | -6 | 96 | -0.56 | 89
O=C(NCCc1ccc(Cl)cc1)C1CCCN(S(=O)(=O)c2cnc[nH]2)C1 (stereo not drawn) | 12 | 16 | 90 | 7 | 2 | -12 | 89 | · | 91
Cc1cc(NC(=O)CN2CCN(c3ccccc3F)CC2)nc2c1c(=O)oc1ccccc12 | · | · | 34* | · | 6[fluorescence artefact?] | · | 91 | · | 53
CN1CCN(c2oc(COc3ccc(-c4ccccc4)cc3)nc2C#N)CC1 | -15 | 6 | 60 | 1 | 8 | -10 | 104 | -2.6 | 50
Cc1ccc2c(c1)c1ncnc(N3CCc4ccccc4C3)c1n2C | -12 | -31 | 69 | -7 | 4 | 13 | 85 | · | 71
COC(=O)c1ccc(Cc2ccc(C(=O)OC)o2)o1 | 5 | · | 94 | 4 | -7 | 11 | 100 | 0.69 | 104

Part of the list above in order of length of the SMILES, high to low:
SMILES | VCAM1 TNFa inh | IL1B cytotox | H69AR growth 86K | HUVEC tox TNFa | Smad3 inh | cytoskel mod | Fibroblast inh | PTK2B oligo ant | HUVEC inhibit
Cc1cc(NC(=O)CN2CCN(c3ccccc3F)CC2)nc2c1c(=O)oc1ccccc12 | · | · | 34* | · | 6[fluorescence artefact?] | · | 91 | · | 53
O=C(NCCc1ccc(Cl)cc1)C1CCCN(S(=O)(=O)c2cnc[nH]2)C1 (stereo not drawn) | 12 | 16 | 90 | 7 | 2 | -12 | 89 | · | 91
CCOC(=O)N1CCN(S(=O)(=O)c2ccc3c(c2)OCC(=O)N3)CC1 | -3 | -8 | 78 | -8 | -3 | -12 | 88 | 0.87 | 104
CN1CCN(c2oc(COc3ccc(-c4ccccc4)cc3)nc2C#N)CC1 | -15 | 6 | 60 | 1 | 8 | -10 | 104 | -2.6 | 50
Cn1nc(-c2ccccc2)c(C(O)c2ccccc2C(F)(F)F)c1Cl (stereo not drawn) | 7 | -6 | · | -3 | · | -26 | · | 1.2 | ·
NC1=NC(c2cccc(O)c2)n2c(nc3ccccc32)N1 (stereo not drawn) | -1 | -24 | 90 | -50 | -8 | 8 | 101 | -0.09 | 96
CCOC(=O)C1=C(N)N(c2ccccc2)C(=O)C1 | 7 | 0 | 96 | -11 | 16 | 6 | 99 | 0.1 | 101

Next part
SMILES | VCAM1 TNFa inh | IL1B cytotox | H69AR growth 86K | HUVEC tox TNFa | Smad3 inh | cytoskel mod | Fibroblast inh | PTK2B oligo ant | HUVEC inhibit
CCn1c(=O)cc(OCC(=O)N(C)c2ccccc2F)c2ccccc21 | 23 | 1 | 76 | -18 | -2 | -5 | 99 | · | 87
O=C(CN1C(=O)C2C3C=CC(C3)C2C1=O)Nc1nc2ccccc2[nH]1 (stereo not drawn) | -16 | -70 | 70 | -7 | -4 | 4 | 104 | -0.15 | 76
CCOC(=O)c1sc(N)c(C#N)c1CSc1nc2ccc(C)cc2[nH]1 | -12 | -94 | 60 | -11 | 0 | -4 | 102 | -1.2 | 78
CC1=Nn2c(nc(-c3ccccc3)c2-c2ccccc2)N(CC(N)=O)C(=O)C1 | 14 | -2 | 85 | 0 | 16[fluorescence artefact?] | · | 90 | 0.97 | 93
O=C(Nc1cccc(C(F)(F)F)c1)C1CCN(S(=O)(=O)c2cnc[nH]2)CC1 | · | · | 94 | · | -2 | · | 96 | 2 | 88
COc1cc(C2c3c(oc4ccccc4c3=O)C(=O)N2Cc2ccco2)ccc1O (stereo not drawn) | 5 | -9 | 85 | -8 | 1 | 7 | 95 | -0.64 | 86
O=C(CN1CCc2ccccc2C1)Nc1ccc(Br)cc1 | 9 | 7 | 102 | -18 | 5 | 2 | 102 | 1.7 | 111
c1nnc2c3c4c(sc3ncn12)CCC4 | · | · | 39* | · | 6 | · | · | -0.34 | 94
COc1ccc(-c2nn(C)c(=O)c3ccccc23)cc1NC(=O)COc1ccccc1 | -11 | 25 | · | 21 | · | -12 | · | -2.5 | ·
CCCCN(Cc1ccccc1)S(=O)(=O)c1cc(Br)cc2c1N(C(C)=O)C(C)C2 (stereo not drawn) | 10 | 0 | 66 | -9 | -7 | · | 98 | -2.4 | 78
COC(=O)Cn1c(SCc2ccccc2)nc2ccccc21 | 9 | -12 | 101 | -44 | 10 | 50 | 105 | -0.41 | 94
CCSc1nc2c(c(=O)[nH]1)C(c1ccncc1)C(C(=O)OC)=C(C)N2 (stereo not drawn) | -6 | -9 | 83 | -2 | 0 | -6 | 92 | -0.91 | 93
NS(=O)(=O)c1cc2c(cc1C(F)(F)F)NCNS2(=O)=O | · | · | 91 | · | -3 | · | 98 | · | 97
CCc1nnc(NC(=O)c2ccc(N3C(=O)CCC3=O)cc2)s1 | · | · | 90 | · | -3 | · | 98 | · | 99
CCCOc1ccc(C(=O)Nc2cc(-c3nn4c(C)nnc4s3)ccc2C)cc1 | 3 | 2 | 97 | -16 | -16 | 4 | 93 | · | 85
COc1ccccc1C(=O)Nc1cccc(NC(C)=O)c1 | · | · | 46 | · | 5 | · | · | -0.78 | 97
COc1ccc(NC(=O)c2cccnc2N2CCCCC2)cc1 | 19 | 20 | 75 | -13 | 0 | -5 | 89 | 0 | 84
O=C(OCc1nc2ccccc2s1)c1cccs1 | 21 | -106 | · | -12 | -1 | 20 | 96 | 0.62 | 86
Cc1ccc(Nc2nnc(SCC(=O)NCc3ccco3)s2)cc1 | · | · | 83 | · | 7 | · | 100 | 0.67 | 99
O=C(NCCC1=CCCCC1)c1ccc(Cl)c(S(=O)(=O)Nc2ccccc2)c1 | -11 | 17 | · | 4 | · | 6 | · | -2 | ·
O=c1c2c(nc3c(-c4cccc(Br)c4)c[nH]n13)CCCC2 | 12 | -11 | 20* | -28 | 0 | -2 | 59 | 0.28 | 45
CCOC(=O)N1CCOCCOCCN(C(=O)OCC)CCOCC1 | -4 | 4 | 94 | -5 | 2 | -13 | 95 | -0.63 | 91
CCOc1ccc(NC(=O)CN(C)S(=O)(=O)c2cccs2)cc1 | -8 | -31 | 93 | -2 | -3 | 9 | 106 | -0.41 | 101
CC(=O)NCc1nc2ccccc2n1Cc1ccccc1C | -3 | -7 | 86 | -11 | -2 | 8 | 101 | · | 108
Cc1cc(C)cc(OCC(=O)NNC(=O)c2cc3ccccc3oc2=O)c1 | -6 | -11 | · | 9 | · | -24 | · | 0.86 | ·
CCOCCCN1CN(S(=O)(=O)c2ccc(Cl)cc2)c2nc3ccccc3nc21 | 1 | -15 | 108 | -14 | 10 | 11 | 110 | 1.5 | 105
O=C(NCc1ccccc1)C(c1cccs1)N(Cc1cccs1)C(=O)c1cnccn1 (stereo not drawn) | 3 | -14 | · | -2 | · | -3 | · | -0.86 | ·
Cc1sc2nc(SCC(=O)N(CCO)CCO)n(C3CCCCC3)c(=O)c2c1C | 0 | -12 | 89 | -2 | -45[fluorescence artefact?] | -16 | 91 | -0.26 | 70
CCCN(Cc1cc2cc(C)ccc2[nH]c1=O)C(=O)c1cccc(OC)c1 | -4 | -18 | 77 | -2 | -2 | 5 | 94 | -0.71 | 108
CCNc1nc(NCC)nc(Oc2ccc(OCC)nn2)n1 | · | · | 94 | · | 4 | · | 103 | 1.5 | 90
CCCCCn1c(CCNC(=O)c2cccs2)nc2ccccc21 | -13 | 24 | 75 | -11 | 6 | -4 | 95 | -0.26 | 102
